Efflux pump mplx – inhibitors of Candida efflux pumps in yeast, primary screen, S. cerevisiae, Nile Red, multiplex. S. cerevisiae Candida pump triplex. actives 0.44% (n = 330,000). AID 485275, 2010. inhibition, % at 10 µM;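 active means plate passing quality check with inhibition over a set limit, or well fluorescence over plate mean plus 4 SD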;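 further: Nile Red retained in pooled yeast measured as flow cytometry median fluorescence; 0% = buffer negative control and 100% = Enniatin B positive control; higher means more Nile Red kept so more efflux inhibition; some compounds called inactive have numbers as strong as hits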
RPL19A TOR yeast – RPL19A-GFP expression modulators in yeast, primary screen, cell-based, S. cerevisiae, multiplex flow cytometry, MLPCN. S. cerevisiae RPL19A-GFP strain, 3 h; hits give low values. percent response vs DMSO, % at 10 µM. actives 0.3% (n = 330,000). AID 2025, 2009;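 active means percent response vs DMSO below 50%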;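 further: median channel GFP fluorescence of the barcoded RPL19A-GFP strain; ratio of sample median GFP to plate DMSO average so 100% = DMSO; lower means less RPL19A-GFP as with rapamycin TOR inhibition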
LAP4 TOR yeast – modulators of LAP4-GFP expression in yeast, primary screen, S. cerevisiae, multiplex flow cytometry, MLPCN library. 3 h; median GFP as percent of DMSO wells. GFP response vs DMSO, % at 10 µM. actives 0.34% (n = 320,000). AID 2023, 2009;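 active means GFP response vs DMSO above a set limit, about the screen mean plus 3 SD, cut at about 150% in these data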
MEP2 TOR yeast – modulators of MEP2-GFP levels in yeast, primary screen, S. cerevisiae, multiplex flow cytometry, MLPCN library; S. cerevisiae MEP2-GFP strain, 3 h; 100% = DMSO control level; GFP response vs DMSO, % at 10 µM; actives 0.51% (n = 330,000); AID 2016, 2009;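 active means GFP response versus DMSO above a set limit, roughly screen mean plus 3 SD, cut at about 180% in these data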;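 further: median GFP fluorescence of the barcode-gated MEP2-GFP cells per well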
AGP1-GFP MLPCN – modulators of AGP1-GFP expression in yeast TOR pathway, primary screen, cell-based, multiplex flow cytometry, S. cerevisiae, MLPCN library; GFP response vs DMSO, % at 10 µM; 3 h; GFP as percent of DMSO wells; AID 2066, 2009; actives 0.02% (n = 320,000);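 active means GFP response relative to DMSO above a set limit, near screen average plus 3 SD, cut at about 150% in these data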;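 further: median GFP channel fluorescence of the gated AGP1 strain per well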
AHR activator – AHR activators, primary screen, cell-based, luminescence, luciferase reporter, human. activation, % at 5 µM. Aryl hydrocarbon receptor (Homo sapiens), P35869. actives 2.5% (n = 320,000). AHR-responsive luciferase reporter cells; in the data active means activation above about 47%;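 further: 0% = vehicle wells and 100% = reference agonist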
Target sequence (P35869 whole entry, looked up): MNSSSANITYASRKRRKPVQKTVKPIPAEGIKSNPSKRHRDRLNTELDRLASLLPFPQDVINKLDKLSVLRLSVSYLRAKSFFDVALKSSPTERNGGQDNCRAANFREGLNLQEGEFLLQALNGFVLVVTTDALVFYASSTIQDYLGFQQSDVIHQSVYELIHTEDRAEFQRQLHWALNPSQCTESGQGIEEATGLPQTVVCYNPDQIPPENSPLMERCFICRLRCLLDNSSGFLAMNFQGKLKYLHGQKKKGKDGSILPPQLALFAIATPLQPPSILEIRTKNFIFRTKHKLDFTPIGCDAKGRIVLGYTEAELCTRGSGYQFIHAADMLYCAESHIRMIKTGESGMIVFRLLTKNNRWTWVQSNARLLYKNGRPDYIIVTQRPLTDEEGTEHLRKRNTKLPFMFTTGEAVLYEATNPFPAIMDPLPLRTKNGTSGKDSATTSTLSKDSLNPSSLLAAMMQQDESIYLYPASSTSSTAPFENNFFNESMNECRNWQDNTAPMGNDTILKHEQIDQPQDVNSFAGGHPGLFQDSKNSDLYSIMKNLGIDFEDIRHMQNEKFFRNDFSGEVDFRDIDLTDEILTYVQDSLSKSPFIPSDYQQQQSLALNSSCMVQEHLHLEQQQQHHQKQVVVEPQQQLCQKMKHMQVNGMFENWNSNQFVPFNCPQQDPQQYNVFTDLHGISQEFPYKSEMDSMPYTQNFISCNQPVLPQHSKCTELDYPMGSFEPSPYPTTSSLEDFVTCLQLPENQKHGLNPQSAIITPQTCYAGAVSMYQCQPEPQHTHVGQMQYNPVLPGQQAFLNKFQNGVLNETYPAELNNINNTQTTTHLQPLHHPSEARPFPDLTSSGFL
CIT2 TOR yeast – modulators of CIT2-GFP expression in yeast, primary screen, S. cerevisiae, GFP fusion, multiplex flow cytometry, MLPCN library; S. cerevisiae CIT2-GFP strain, 3 h; 100 means same as DMSO wells; GFP response vs DMSO, % at 10 µM; actives 0.065% (n = 320,000); AID 2029, 2009;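 active means GFP response relative to DMSO above a set limit, near the screen mean plus 3 SD, cut at about 150% in these data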;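 further: ratio of well median GFP fluorescence to mean of DMSO wells on the plate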
Yeast superoxide – reduction of superoxide in aged yeast, primary screen, HTS; actives 0.18% (n = 330,000); S. cerevisiae aged cells, superoxide DHE fluorescence; hits give low values; superoxide response (% of plate mean), % at 10 µM;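 active means superoxide response under a set limit, about three screen SD below normal, cut at about 65% in these data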;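 further: yeast aged for seven days with compound at 30 °C before DHE staining; 100% = average MFI of all compound-treated wells on the plate with controls excluded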
* hit, by the source's call; . = not tested or not shown.

SMILES	Efflux pump mplx	RPL19A TOR yeast	LAP4 TOR yeast	MEP2 TOR yeast	AGP1-GFP MLPCN	AHR activator	CIT2 TOR yeast	Yeast superoxide
Cc1cc(C)c([N+](=O)[O-])cc1NC(=O)CCSc1ccccc1Cl	0.0	106	97	98	99	-2	98	105
Cc1cccc(C)c1NC(=O)N1CC(C)OC(C)C1 (configuration not stated)	0.2	104	89	101	91	0	94	121
O=C(N/N=C/c1c(Cl)cccc1Cl)c1ccccc1F	-0.1	106	101	104	101	60*	108	85
Cc1ccc2nc(-c3ccc(N)cc3)sc2c1	-0.1	96	105	100	81	0	86	86
C=C(Cl)COC(=O)C1C2C=CC(C2)C1C(=O)O (configuration not stated)	-0.1	104	99	104	108	-3	103	94
Cc1ccc(C(=O)OCCc2c(C)[nH]n(-c3ccccc3)c2=O)cc1	-0.1	105	99	103	107	7	109	103
NC(=O)COC(=O)c1ccc2c(c1)C(=O)N(Cc1ccco1)C2=O	0.1	101	97	103	96	-2	104	102
Cn1c(=O)n(Cc2ccc(F)cc2)c(=O)c2c1nc1n2CCN1Cc1ccco1	-0.1	96	103	95	101	2	96	87
NC(=O)NC(=O)COC(=O)CNS(=O)(=O)c1ccc(F)c(F)c1F	0.0	105	103	107	110	0	105	100
CCOc1ccccc1NC(=O)CNS(=O)(=O)c1ccc2nc(C)sc2c1	0.1	99	97	92	99	3	101	105
CC(=O)N1CCN(C(=O)CCC(=O)O)CC1	0.0	98	108	99	99	-2	95	114
CC(=O)Nc1ccc(S(=O)(=O)NCCCc2ccccc2)cc1	0.3	106	85	101	96	-1	97	97
Cc1ccccc1C(=O)N1CCC(C(=O)NC2CCCC2)CC1	0.2	101	101	117	93	-1	110	93
CCn1c(N2CCC(Cc3ccccc3)CC2)nc2c1c(=O)[nH]c(=O)n2C	0.4	97	94	103	99	6	100	117
CSc1ncccc1C(=O)NC1CCN(Cc2ccccc2)CC1	0.1	102	88	105	92	-1	104	96
O=C(CNC(=O)c1ccccc1F)NCc1cccnc1	-0.1	96	85	90	92	1	95	107
O=[N+]([O-])c1ccc(S(=O)(=O)Nc2nnc(C(F)(F)F)s2)cc1	0.0	94	103	115	108	-4	96	95
CCCCOC(=O)c1ccc(Nc2ncnc3nc[nH]c23)cc1	0.0	96	92	95	98	21	99	90
COc1ccc(NC2CCCN(C(=O)CSc3ccccn3)C2)cc1OC (configuration not stated)	-0.2	108	98	99	103	4	103	110
O=C(c1ccccc1)N1CCC(CC2CC(c3ccc(Cl)cc3)=NO2)(C(=O)NCC2CCCCC2)CC1 (configuration not stated)	-0.1	107	106	95	94	5	87	104
Cc1ccc(C(CC(=O)O)NC(=O)c2ccc(S(=O)(=O)N3CC(C)OC(C)C3)cc2)cc1 (configuration not stated)	-0.1	100	114	196*	97	-2	110	93
O=C(CN1CCN(Cc2ccccc2)CC1)Nc1ccc(Cl)cc1	0.0	90	87	85	90	4	98	89
CCN(C(=O)CN(C)Cc1cccc(Cl)c1Cl)c1c(N)n(Cc2ccccc2)c(=O)[nH]c1=O	-0.5	107	104	108	115	0	103	94
C=CCc1c(C)nc(-c2ccccc2)nc1N/N=C(\C)c1ccc(N)cc1	0.2	104	98	107	98	51*	99	89
CCC(=O)c1ccc(OCc2ccc(C#N)cc2)cc1	0.1	94	112	102	97	1	106	103
COc1ccc(N2CCN(C(=S)Nc3cccc(C)c3)CC2)cc1	0.2	104	96	101	101	-1	.	89
OCCN1CCN(CC(O)COCc2ccc3c(c2)OCO3)CC1 (configuration not stated)	-0.1	99	95	96	98	-1	100	94
O=C(COC(=O)c1ccc2ccccc2n1)Nc1cccc(S(=O)(=O)NC2=NCCCCC2)c1	0.4	93	92	95	90	11	87	100
CN(C(=O)CSc1nc(-c2ccccc2)cs1)C1CCS(=O)(=O)C1 (configuration not stated)	-0.1	103	106	106	109	3	115	109
CC1CCC2(CC1)NC(=O)N(CC(=O)NCc1ccc(Cl)cc1)C2=O (configuration not stated)	-0.1	101	91	99	97	1	110	80

Looked up by compound from the entries so far (2):
SMILES	Efflux pump mplx	RPL19A TOR yeast	LAP4 TOR yeast	MEP2 TOR yeast	AGP1-GFP MLPCN	AHR activator	CIT2 TOR yeast	Yeast superoxide
COc1ccc(N2CCN(C(=S)Nc3cccc(C)c3)CC2)cc1	0.2	104	96	101	101	-1	.	89
CCN(C(=O)CN(C)Cc1cccc(Cl)c1Cl)c1c(N)n(Cc2ccccc2)c(=O)[nH]c1=O	-0.5	107	104	108	115	0	103	94

(further entries)
SMILES	Efflux pump mplx	RPL19A TOR yeast	LAP4 TOR yeast	MEP2 TOR yeast	AGP1-GFP MLPCN	AHR activator	CIT2 TOR yeast	Yeast superoxide
COc1cc(CNCc2cc(OC)c(OC)c(OC)c2)cc(OC)c1	0.0	106	98	106	99	3	106	100
CCc1nn(CCCC(=O)NCc2ccco2)c(=O)c2cc3occc3n12	0.0	100	101	102	97	0	101	100
CN1OC(Cn2cc(C#N)c(=O)n(C)c2=O)CC1c1ccccc1 (configuration not stated)	0.1	110	112	110	119	-1	114	84
COC(=O)C1=C(N)Oc2cc(C)n(CC3CCCO3)c(=O)c2C1c1ccc(Cl)cc1 (configuration not stated)	0.0	103	101	107	106	4	103	86
Cc1cc(NC(=O)c2cc([N+](=O)[O-])cc([N+](=O)[O-])c2C)no1	0.1	99	71	86	90	2	87	117
COc1cccc(C(=O)NC(=S)Nn2cnnc2)c1OC	-0.1	99	95	96	96	-2	102	93
CCOc1cc(NCc2ccccc2)c2ncn(C(C)C)c2c1	-0.1	94	93	103	95	8	101	138
O=C(NC1CCCCC1)n1c(=O)oc2ccccc21	0.0	102	100	96	102	-1	107	87
C=CCNc1nc(Cl)nc(Nc2ccccc2)n1	-0.1	98	92	101	90	8	91	103
O=C(O)c1ccc2c(c1)ncn2C1CCCC1	0.0	97	98	95	88	0	90	107
O=C1CC(c2ccco2)CC(O)=C1C=Nc1cc(Cl)ccc1O (configuration not stated)	0.0	102	98	100	107	10	106	89
CCN1C(=O)/C(=C/N(C(C)=O)c2ccccc2)N(c2ccccc2)C1=S	0.3	106	101	93	88	3	94	106
COCC(=O)Nc1ccc(N2CCN(c3ccccc3)CC2)c(F)c1	0.1	105	99	107	97	-3	103	89
Cn1ncc(N=Cc2c(O)ccc3ccccc23)c1C(=O)Nc1cccc(Cl)c1	0.0	95	100	102	.	17	97	109
O=C(O)c1ccc(Nc2ncc([N+](=O)[O-])cc2[N+](=O)[O-])cc1	-0.2	99	109	98	100	-1	95	101
CC(C)(C)CN1CCN(Cc2nc(-c3ccc(F)cc3)cs2)CC1CCO (configuration not stated)	0.0	101	95	114	106	2	101	88
CCOC(=O)Cn1c(=O)cc(C)c2ccccc21	0.0	92	97	88	92	-1	86	98
CN(CCCNC(=O)COc1cc(=O)n(C)c2ccccc12)Cc1ccccc1	-0.3	100	109	141	104	1	112	92
CSc1ncccc1C(=O)OCC(=O)Nc1ccc(N2CCOCC2)cc1	0.2	99	92	101	93	0	99	89
Cn1c2ccccc2c2cc(/C=N/NC(=O)c3ccccc3F)ccc21	-2.2	96	98	91	83	-7	82	95

Sorted by number of heavy atoms (high to low): 18 of the compounds above
SMILES	Efflux pump mplx	RPL19A TOR yeast	LAP4 TOR yeast	MEP2 TOR yeast	AGP1-GFP MLPCN	AHR activator	CIT2 TOR yeast	Yeast superoxide
O=C(c1ccccc1)N1CCC(CC2CC(c3ccc(Cl)cc3)=NO2)(C(=O)NCC2CCCCC2)CC1 (configuration not stated)	-0.1	107	106	95	94	5	87	104
O=C(COC(=O)c1ccc2ccccc2n1)Nc1cccc(S(=O)(=O)NC2=NCCCCC2)c1	0.4	93	92	95	90	11	87	100
CCN(C(=O)CN(C)Cc1cccc(Cl)c1Cl)c1c(N)n(Cc2ccccc2)c(=O)[nH]c1=O	-0.5	107	104	108	115	0	103	94
Cc1ccc(C(CC(=O)O)NC(=O)c2ccc(S(=O)(=O)N3CC(C)OC(C)C3)cc2)cc1 (configuration not stated)	-0.1	100	114	196*	97	-2	110	93
COC(=O)C1=C(N)Oc2cc(C)n(CC3CCCO3)c(=O)c2C1c1ccc(Cl)cc1 (configuration not stated)	0.0	103	101	107	106	4	103	86
Cn1c(=O)n(Cc2ccc(F)cc2)c(=O)c2c1nc1n2CCN1Cc1ccco1	-0.1	96	103	95	101	2	96	87
CCn1c(N2CCC(Cc3ccccc3)CC2)nc2c1c(=O)[nH]c(=O)n2C	0.4	97	94	103	99	6	100	117
Cn1c2ccccc2c2cc(/C=N/NC(=O)c3ccccc3F)ccc21	-2.2	96	98	91	83	-7	82	95
COCC(=O)Nc1ccc(N2CCN(c3ccccc3)CC2)c(F)c1	0.1	105	99	107	97	-3	103	89
CN1OC(Cn2cc(C#N)c(=O)n(C)c2=O)CC1c1ccccc1 (configuration not stated)	0.1	110	112	110	119	-1	114	84
Cc1ccccc1C(=O)N1CCC(C(=O)NC2CCCC2)CC1	0.2	101	101	117	93	-1	110	93
O=C(O)c1ccc(Nc2ncc([N+](=O)[O-])cc2[N+](=O)[O-])cc1	-0.2	99	109	98	100	-1	95	101
O=C(CNC(=O)c1ccccc1F)NCc1cccnc1	-0.1	96	85	90	92	1	95	107
CCC(=O)c1ccc(OCc2ccc(C#N)cc2)cc1	0.1	94	112	102	97	1	106	103
O=C(NC1CCCCC1)n1c(=O)oc2ccccc21	0.0	102	100	96	102	-1	107	87
C=CCNc1nc(Cl)nc(Nc2ccccc2)n1	-0.1	98	92	101	90	8	91	103
O=C(O)c1ccc2c(c1)ncn2C1CCCC1	0.0	97	98	95	88	0	90	107
CC(=O)N1CCN(C(=O)CCC(=O)O)CC1	0.0	98	108	99	99	-2	95	114

(further entries)
SMILES	Efflux pump mplx	RPL19A TOR yeast	LAP4 TOR yeast	MEP2 TOR yeast	AGP1-GFP MLPCN	AHR activator	CIT2 TOR yeast	Yeast superoxide
CC(C)C(c1nnnn1Cc1ccco1)N1CCC(C(N)=O)CC1 (configuration not stated)	0.0	108	95	103	108	2	102	87
COc1ccc(-c2cc(-c3cccs3)nc3sc(C#N)c(N)c23)cc1	0.0	102	103	101	93	3	92	120
O=C(O)CCc1ccc(-c2ccc(F)cc2)n1Cc1ccco1	0.0	99	98	100	91	2	100	90
CCC(C)(C(=O)NC1CCCCC1)N(CC1CCCO1)C(=O)Cc1cccs1 (configuration not stated)	0.0	96	107	96	114	-2	110	136

From PubChem
